# KB-V1 MDR tox: qHTS assay for MDR1-selective chemotherapeutics: Primary screen using the drug-selected MDR subline cells KB-V1. KB-V1 MDR cells viability, CellTiter-Glo, 72 h. Potency, µM (doses to about 46.1 µM), inactives show at the highest dose activity change, negative = cytotoxicity, actives largely listed as cytotoxic. actives 3.4% (n = 400,000). AID 1347076, 2019; note: potency is the fitted concentration of half-maximal effect; % is set by controls: 0 for no effect and ±100 for the full control effect; nearly all actives have a fitted effect of over 60% in size
#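 Cytotoxicity via CellTiter-Glo luminescence after 72 h compound exposure at 37 degrees C. Cells: drug-selected KB-V1 line, DMEM phenol-red free plus 10% FBS. Compounds tested at multiple concentrations; normalized data fitted to concentration-effect curves.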
# HT1080NT lethal: qHTS for induction of synthetic lethality in tumor cells producing 2HG: qHTS for the HT-1080-NT fibrosarcoma cell line. HT-1080-NT fibrosarcoma viability, CellTiter-Glo ATP luminescence, 48 h. Potency, µM (highest dose often 46.1 µM), for the others: at the top dose activity, negative = less viability, actives largely listed as cytotoxic. actives 1.6% (n = 360,000);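 note: NT is the 2HG producing partner of a matched IDH1 knockdown line; potency is the fitted concentration of half-maximal effect; 0% = DMSO-treated cells and -100% = media-only wells without cells; nearly all actives have a fitted effect of over 55% in size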
#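 A 48-hour cytotoxicity screen used HT-1080-NT cells plated 2 hours before compound delivery. ATP-based CellTiter-Glo luminescence measured viability, normalized to DMSO and no-cell controls.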
# ATXN2 expr inh: Primary qHTS for Inhibitors of ATXN expression. HEK-293 ATXN2-luciferase reporter, luminescence, 24 h. Potency, µM (highest dose often 57 µM), inactives show at the top dose activity change, negative = inhibition, hits mostly inhibitors. actives 0.72% (n = 360,000). AID 1745845, 2022; note: potency is the fitted concentration of half-maximal effect; % is set by controls: 0 for no effect and ±100 for the full control effect; nearly all actives have a fitted effect of over 55% in size
#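 qHTS (up to 57 uM final) was run with 24 h compound exposure of reporter cells at 37 °C. Each well was multiplexed: SteadyGlo luminescence measured ATXN2-luciferase expression after a fluorogenic Gly-Phe-AFC viability readout (25 uM final).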
# IL1B secr inh: qHTS for Inhibitors of Inflammasome Signaling: IL-1-beta AlphaLISA Primary Screen; THP-1 LPS/ATP IL-1B secretion, AlphaLISA, 16 h; stronger effect = lower value; activity change, % at 57.5 µM; actives 4.7% (n = 360,000); AID 743279, 2014; in the data active = activity change below about -50%; inconclusive = mostly about -30% to -49%; note: % is set by controls: 0 for no effect and ±100 for the full control effect
#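 THP-1 cells pretreated 1 hr with compounds (up to 57.5 uM final), then stimulated with LPS (250 ng/mL final) plus ATP (1.25 mM final); secreted IL-1B measured by AlphaLISA after 16 hr, decreased signal indicating inhibition.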
# HT1080 IDH1KD tx: qHTS for induction of synthetic lethality in tumor cells producing 2HG: qHTS for the HT-1080-IDH1KD cell line. HT-1080 IDH1 knockdown viability, ATP luminescence, 48 h. Potency, µM (series often up to 46.1 µM), for inactives: at the highest dose activity, negative = toxicity, most hits filed as cytotoxic. actives 2% (n = 360,000);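 note: potency is the fitted concentration of half-maximal effect; 0% = DMSO wells and -100% = cell-free medium wells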
#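 Knockdown cells (IDH1KD HT-1080) received compounds 2 h after plating at 750 cells/well and were kept 48 h at 37 °C in 5% FBS RPMI. A CellTiter-Glo luminescence read gave % activity for curve fitting.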
# MCF10A rereplic: A quantitative high throughput screen for small molecules that induce DNA re-replication in MCF 10a normal breast cells; MCF 10A DNA re-replication, Hoechst nuclear intensity, 48 h; Potency, µM (highest dose often 46.1 µM), for the others: at the top dose activity, positive = re-replication, most hits filed as activators; actives 2.9% (n = 350,000); AID 624296, 2012; note: potency is the fitted concentration of half-maximal effect; % of control where 0% means no effect; nearly all actives have a fitted effect of over 50% in size
# KB-3-1 cytotox: qHTS assay for MDR1-selective chemotherapeutics: Primary screen using the parental adenocarcinoma cell KB-3-1. KB-3-1 viability, CellTiter-Glo ATP luminescence, 72 h. AID 1347075, 2019. Potency, µM (titrated, usually from 46.1 µM), for inactives: top-dose activity change, negative = cytotoxic, most hits filed as cytotoxic. actives 1.4% (n = 400,000); note: potency is the fitted concentration of half-maximal effect; % is set by controls: 0 for no effect and ±100 for the full control effect; nearly all actives have a fitted effect of over 60% in size
#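 Parental KB-3-1 adenocarcinoma cells in phenol-red-free DMEM with 10% FBS were pin-treated with compounds at several concentrations, incubated 72 h at 37 °C, and viability read by CellTiter-Glo luminescence; concentration-effect curves were fitted after normalization.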
# SW480 rerep: A quantitative high throughput screen for small molecules that induce DNA re-replication in SW480 colon adenocarcinoma cells. SW480 DNA re-replication, Hoechst DNA content imaging, 48 h. Potency, µM (series often up to 46.1 µM), for inactives: top-dose re-replication activation, usual class: activators. actives 1.8% (n = 340,000); note: potency is the fitted concentration of half-maximal effect; % of control where 0% means no effect; nearly all actives have a fitted effect of over 55% in size
#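 Image-based read-out: total Hoechst fluorescence of nuclei (405 nm excitation, 500-530 nm emission), with hits raising the fraction of high-intensity nuclei. SW480 colon cells incubated 48 hr with compounds at 37 C.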
# S2 tox: Viability Counterscreen for Primary qHTS for Inhibitors of ATXN expression; S2 cells (HEK-293 line with an ATXN2-luciferase reporter) viability, CellTiter-Fluor protease fluorescence, 24 h; Potency, µM (titrated, usually from 56.7 µM), most hits filed as cytotoxic; actives 0.49% (n = 400,000); AID 651635, 2014; note: potency is the fitted concentration of half-maximal effect; nearly all actives have a fitted effect of over 40% in size
# The depositor's hits bear a star; i = inactive; ? = inconclusive; nt = no result given; & = joins results of further samples; ! = repeats disagree; [ ] = dose if it differs, or a comment. Unless noted, calls come from the whole dose curve; as a rule, active = well fitted curve in the direction sought with a large enough effect; inconclusive = small, poorly fitted or top-dose-only effect, or another doubt; inactive = no such curve, though single readings can be large; an effect the other way counts as inactive or inconclusive.
SMILES,KB-V1 MDR tox,HT1080NT lethal,ATXN2 expr inh,IL1B secr inh,HT1080 IDH1KD tx,MCF10A rereplic,KB-3-1 cytotox,SW480 rerep,S2 tox
CN(C)C(=O)[C@H]1C[C@H]1[C@@H](O)[C@H](CO)NC(=O)[C@H](COCc1ccccc1)NC(=O)OC(C)(C)C,-9%,3%,-2%,22,-1%,2%,-3%,8%,i
Cc1ccc(NC(=O)N2CCCCCC2)cc1C,19%,24%,0%,-1,18%,3%,-1%,-4%,i
CS(=O)(=O)c1ccc(C(=O)OCC(=O)N2CCCc3ccccc32)cc1,14%,9%,-6%,-3,7%,1%,1%,?,i
Cc1ccc(-n2nnnc2SCC(=O)Nc2ccccc2-c2ccccc2)cc1C,?,-1%,2%,-7,-9%,?,-10%,5%,i
O=C(Nc1ccc(Cl)cc1)c1cccnc1N1CCCCC1,-18%,8%[9.24 µM],-15%,1,?,?,-24%,2%,i
CCCCCCC(=O)N/N=C(\C)Cc1ccccc1,3%,24%,-3%,7,16%,9%,6%,-1%,i
COc1ccc(CCn2cc3c(c2-c2ccc(Br)cc2)c(=O)n(C)c(=O)n3C)cc1OC,20%,nt,-21%,nt,nt,nt,-6%,nt,i
Oc1ccc(Nc2nc(-c3ccc(O)cc3)cs2)cc1,0%,?,92%[activator],?,?,13µM*,?,?,i
Cc1ccc(C)c(S(=O)(=O)N/N=C/c2ccc(C(=O)O)cc2)c1,27%,10%,-23%,14,13%,0%,27%,-1%,i
Cc1ccc(NC(=O)c2cc(-c3ccc(Br)s3)nc3ccccc23)cc1F,8%,nt,2%,nt,nt,nt,-13%,nt,i
O=C(Nc1cccc(C(=O)O)c1)Nc1cccc2ccccc12,8%,11%,12%,25,6%,3%,-1%,4%,i
CC(C)Oc1ccc(CNC(=O)Cn2c(=O)c3cccn3c3cccnc32)cc1,-17%,1%,11%,6,3%,12%,4%,-5%,i
Cc1cc(C(F)(F)F)c2c(C)nn(-c3ccccc3)c2n1,31%,-8%,nt,7,0%,?,0%,-5%,i
CC1=C(C(=O)OC2CCCCC2)C(c2cccc([N+](=O)[O-])c2)NC(=O)N1 (stereo not given),1%,-1%,nt,22,0%,-3%,0%,-7%,i
Cc1ccc2c(=O)cc(C(=O)Nc3ccc(S(=O)(=O)N4CCCCC4)cc3)oc2c1,4%,nt,7%,nt,nt,nt,-9%,nt,i
CCS(=O)(=O)c1ccc2c(c1)N(S(=O)(=O)c1ccccc1)CC(C(=O)O)O2 (stereo not given),21%,17%,-3%,-17,14%,-1%,-5%,-4%,?
COCc1cccc(N2C(=O)CC(C3C=C(C)C4C(=O)N(c5cccc(COC)c5)C(=O)C4C3)C2=O)c1 (stereo not given),-3%,1%,-36%,48,2%,-1%,3%,-20%,i
Oc1ccccc1CNc1cnc2ccccc2c1,-2%,-26%,15%,-11,-22%,3%,-14%,4%,i
c1ccc2c(CCN3CCNC[C@H]3Cc3cccc4ccccc34)cccc2c1,28%,-1%,-15%,-13,-3%,-3%,0%,?,?
Cc1ccc(C)c(NC(=O)C2CCN(C(=O)c3cccs3)CC2)c1,?,20%,-8%,-12,8%,-4%,1%,0%,i
Cc1cccc(-c2ccc([N+](=O)[O-])cc2CN2CCN(c3ncc(Cc4ccccc4)cn3)CC2)c1,?,?,nt,0,?,nt,-26%,nt,nt
Nc1ccn(CC(=O)NCc2ccccn2)c(=O)n1,?,14%,4%,35,18%,5%,7%,0%,i
C/C(=N\NC(=O)c1ccc(Cn2cc([N+](=O)[O-])cn2)o1)c1cccc(NC(=O)c2cccnc2)c1,-4%,0%,1%,5,7%,13%,17%,8%,?
COc1cc(C2=NOC(C(=O)NCc3cccs3)C2)cc(OC)c1OC (stereo not given),2.6µM*,5.8µM*,-17%,0,7.3µM*,10µM*,2.1µM*,6.5µM*,i
Cc1ccc(Nc2nc(C)cc(C)c2C#N)c(C)c1,7%,-1%,nt,34,2%,nt,-5%,nt,?
NS(=O)(=O)c1ccc(S(=O)(=O)NCCc2ccccc2)cc1,-9%,3%,-1%,-5,-3%,0%,-2%,?,?
CCOc1ccc(-n2nnc3c(=O)n(CC(=O)c4ccccc4)cnc32)cc1,6%,9%,-17%,-3,7%,2%,5%,-28%,?
Cc1csc(=O)n1CCC(=O)N(C)Cc1c(F)cccc1Cl,-14%,11%,5%,11,1%,-46%[inhibitor],0%,-13%,i
C/C(=N\NC(=O)Cn1nc(C)cc1C)c1ccc([N+](=O)[O-])cc1,0%,-5%,nt,-23,1%,-2%,1%,-1%,i
COc1cc(-c2cc(-c3ccc(O)cc3)nc(N)c2C#N)ccc1O,?,?,27%,-65*,?,?,?,-12%,i
COc1cc(/C=C/C(=O)N2CCOCC2)ccc1OCc1ccccc1,-7%,-4%,16%,-1,-10%,43%,?,-4%,i
CC(=O)Oc1ccc(C(=O)Nc2ccc3c(c2)C(=O)N(CCC(=O)O)C3=O)cc1,-2%,-3%,6%,-7,14%,2%,-6%,0%,i
O=[N+]([O-])c1cc(S(=O)(=O)NCCN2CCOCC2)ccc1Cl,6%,-22%,-8%,-84*,-18%,?,4%,?,i
CCCc1nn2c(=O)cc(COC(=O)c3cccs3)nc2s1,19%,nt,27%,nt,nt,nt,4%,nt,i
Cc1cc(OC(=O)c2cc(F)c(F)cc2Cl)nc(C)n1,11%,9%,-11%,2,0%,3%,13%,0%,i
COc1cc(-c2nc3cnccn3c2Nc2ccccc2)ccc1O,-16%,-9%,1%,156,-24%,?,?,1%,i
CC(Oc1ccc(Cl)cc1Cl)C(=O)NNC(=O)[C@@H]1CCCC[C@@H]1C(=O)O (stereo not given in full),19%,-7%,-13%,10,0%,-18%,3%,-4%,i
COc1cc(/C=N/NS(=O)(=O)c2ccccc2)ccc1OS(=O)(=O)c1ccc(C)cc1,-14%,17%,6%,-4,21%,-7%,-9%,-5%,i
CC(=O)c1cccc(N(C(=O)c2ccco2)C(C(=O)NC2CCCC2)c2cccs2)c1 (stereo not given),?,2%,14%,-16,1%,-13%,1%,-9%,i
CCOC(=O)c1c(S(=O)(=O)N2CCCC(C(=O)N3CCN(c4cc(C)ccc4C)CC3)C2)c(C)n(C)c1C (stereo not given),?,nt,3%,nt,nt,nt,12%,nt,i
CCCCNC(=O)c1ccc2c(=O)n(Cc3ccc(OC)cc3)c(=O)[nH]c2c1,5%,nt,6%,nt,nt,nt,7%,nt,i
Cc1nc2ccccc2c(=O)n1-c1ccc(NS(=O)(=O)c2ccccc2)cc1,?,8%,7%,-9,8%,0%,2%,4%,i
CCOC(=O)c1c(C)[nH]c(C)c1C(=O)Cn1nnc(-c2ccccc2C)n1,16µM*,-5%,-17%,10,-21%,21µM*,-26%,12%,i
Cc1ccc(S(=O)(=O)N(C)C)cc1NC(=O)COC(=O)CSc1ccccc1,18%,4%,-7%,2,6%,-1%,5%,1%,?
COc1ccc(NC(=O)CSCC(=O)Nc2ccc(C)c(S(=O)(=O)N3CCCCCC3)c2)cc1,-22%,-15%,-10%,-11,-24%,17%,3%,-2%,?
CN1CCN(c2cc(N3CCc4ccccc4C3)c(F)cc2[N+](=O)[O-])CC1,?,-2%,-30%,-51*,-25%,?,?,?,?
Cc1ccc(-c2cc(C(F)(F)F)c(C#N)c(SCC(=O)O)n2)cc1,-1%&1%,?,-7%&-6%,42,-24%,11%,-8%&-30%,27%,i
Cc1ccc2c(Sc3ccc(Cl)cc3)c(C(=O)N3CCC(C)CC3)[nH]c2c1,?,nt,-36%,nt,nt,nt,?,nt,?
CC(C)C[C@H](N)c1cn([C@@H](CCCCN)C(=O)N2CCNCC2)nn1,?,1.6µM*,1.6µM*,?,1.2µM*,-29%,?,?,?
CCOCCCN(C(=O)c1snc(C(N)=O)c1N)C(C(=O)NC1CCCC1)c1ccc(OC)cc1 (stereo not given),-17%,3%,2%,-2,10%,-29%,8%,-7%,i
# (listing goes on)
SMILES,KB-V1 MDR tox,HT1080NT lethal,ATXN2 expr inh,IL1B secr inh,HT1080 IDH1KD tx,MCF10A rereplic,KB-3-1 cytotox,SW480 rerep,S2 tox
CCOC(=O)C1=C(CN2CCCCC2)NC(=O)NC1c1cc(C)ccc1C (stereo not given),10µM*!,1%,-7%&-1%,4,-9%,5%,24%&-13%,-1%,i
O=C(CCN1C(=O)/C(=C\c2cccc(Br)c2)SC1=S)N1CCOCC1,nt,0%,18%,?,-1%,12%,nt,?,?
CCOc1ccc(C(=O)O/N=C(\N)c2ccccn2)cc1,-23%,?,nt,-9,-17%,0%,?,-6%,i
O=C1N/C(=C/c2ccc(N3CCOCC3)o2)C(=O)N1c1cccc(Cl)c1,-1%,?,-33%,?,?,?,?,4.6µM*,i
CCc1noc(C)c1C(=O)Nc1cc(Cl)ccc1N1CCCC1,?,6%,1%,7,5%,?,-1%,-7%,i
Cc1nn2c(N3CCCC3)cc(C(C)C)nc2c1-c1ccccc1,-23%,-2%,3%,32,-14%,?,0%,13%,i
COc1ccc(NC(=O)Nc2ccccc2)cc1S(=O)(=O)N1CCCCC1,?,-16%,-12%,?,-4%,?,-3%,-1%,i

# Screens: PubChem BioAssay, National Center for Advancing Translational Sciences (NCATS)
